Compound activity from PubChem BioAssay.
HT1080 IDH1KD tx: qHTS for induction of synthetic lethality in tumor cells producing 2HG: qHTS for the HT-1080-IDH1KD cell line; HT-1080 IDH1 knockdown viability, ATP luminescence, 48 h; Potency, µM (top dose mostly 46.1 µM), for the others: top-dose activity, negative = toxicity, hits mostly cytotoxic; hit rate 2% among 360,000; AID 686971, 2013;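 also: 0% = DMSO wells and -100% = cell-free medium wells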
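Knockdown cells (IDH1KD HT-1080) received compounds 2 h after plating at 750 cells/well and were kept 48 h at 37 °C in 5% FBS RPMI. A CellTiter-Glo luminescence read gave % activity for curve fitting.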
TDP-43 yeast inh: qHTS of TDP-43 Inhibitors | TDP-43 expressing yeast growth rescue, BacTiter-Glo, 24 h | Potency, µM (doses to about 46.1 µM), for inactives: top-dose growth rescue (activation), usual class: activators | hit rate 1.8% among 410,000; also: % of control where 0% means no effect; nearly all actives have a fitted effect of over 50% in size
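Readout is BacTiter-Glo luminescence of cell growth, so inhibitors register as activators. TDP-43-expressing yeast at OD600=0.02 in galactose medium, after raffinose pregrowth to mid-log, were incubated with compound for 24 hr at 30 deg C.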
GLP1R ag: qHTS of GLP-1 Receptor Agonists; Glucagon-like peptide 1 receptor (Homo sapiens), P43220; HEK293 GLP-1R CRE-luciferase, luminescence, 4-6 h; cells express a hypersensitive GLP-1R form; Potency, µM (top dose mostly 45.6 µM), without a hit: at the highest dose activation, hits mostly activators; hit rate 0.007% among 380,000; also: % of control where 0% means no effect
Target sequence (P43220 whole entry, looked up): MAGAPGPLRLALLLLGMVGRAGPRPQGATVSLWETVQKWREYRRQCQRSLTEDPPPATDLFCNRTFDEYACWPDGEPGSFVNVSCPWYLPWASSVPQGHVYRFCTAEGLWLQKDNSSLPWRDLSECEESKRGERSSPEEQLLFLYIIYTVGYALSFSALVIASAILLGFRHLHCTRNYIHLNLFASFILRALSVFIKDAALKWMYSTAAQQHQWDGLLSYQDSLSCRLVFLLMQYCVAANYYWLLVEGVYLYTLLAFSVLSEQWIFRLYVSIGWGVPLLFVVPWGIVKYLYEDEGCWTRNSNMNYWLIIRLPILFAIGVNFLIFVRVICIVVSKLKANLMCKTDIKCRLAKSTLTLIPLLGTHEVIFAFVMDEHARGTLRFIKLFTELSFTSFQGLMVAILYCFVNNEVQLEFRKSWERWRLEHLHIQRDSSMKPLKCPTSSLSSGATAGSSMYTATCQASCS
SW480 rereplic: A quantitative high throughput screen for small molecules that induce DNA re-replication in SW480 colon adenocarcinoma cells; SW480 DNA re-replication, Hoechst DNA content imaging, 48 h; Potency, µM (top dose mostly 46.1 µM), inactives show at the top dose re-replication activation, most hits filed as activators; hit rate 1.8% among 340,000; also: % of control where 0% means no effect; nearly all actives have a fitted effect of over 55% in size
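250 cells/well; 23 nL cpd via pin tool; 48 hr, 37 C, 5% CO2; Hoechst 40 min; imager read of total nuclear intensity, ex 405/em 500-530 nm.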
KB-3-1 tox: qHTS assay for MDR1-selective chemotherapeutics: Primary screen using the parental adenocarcinoma cell KB-3-1. hit rate 1.4% among 400,000. Potency, µM (series often up to 46.1 µM), for the others: at the top dose activity change, negative = cytotoxic, most hits filed as cytotoxic. KB-3-1 viability, CellTiter-Glo ATP luminescence, 72 h; also: % is scaled to controls: 0 for no effect and ±100 for the full control effect; nearly all actives have a fitted effect of over 60% in size
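Multi-concentration cytotoxicity screen in KB-3-1 cells grown in DMEM lacking phenol red with 10% FBS. After 72 h at 37 °C with compound, ATP-dependent luminescence was recorded.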
KB-V1 MDR tox: qHTS assay for MDR1-selective chemotherapeutics: Primary screen using the drug-selected MDR subline cells KB-V1 | AID 1347076, 2019 | Potency, µM (titrated, usually from 46.1 µM), without a hit: top-dose activity change, negative = cytotoxicity, hits mostly cytotoxic | KB-V1 MDR cells viability, CellTiter-Glo, 72 h | hit rate 3.4% among 400,000; also: % is scaled to controls: 0 for no effect and ±100 for the full control effect; nearly all actives have a fitted effect of over 60% in size
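Cytotoxicity toward P-gp-expressing KB-V1 cells was determined as loss of CellTiter-Glo luminescence after 72 h at 37 degrees C. Compounds were tested in quantitative HTS format across a concentration range, with curves fitted to normalized data.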
GLP-1R inv ag: qHTS of GLP-1 Receptor Inverse Agonists (Inhibition Mode); hit rate 1.6% among 410,000; Potency, µM (doses to about 38.3 µM), for the others: top-dose activity change, negative = inhibition, hits mostly inhibitors; HEK293 GLP-1R CRE-luciferase, luminescence, 24 h; GLP-1R form is constitutively active; also: % is scaled to controls: 0 for no effect and ±100 for the full control effect; nearly all actives have a fitted effect of over 55% in size
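HEK293 cells stably co-expressing constitutively active GLP-1R and a cAMP-responsive luciferase reporter were seeded in DMEM with 10% Nu serum, given compounds after 12 h, and incubated 24 h at 37 deg C. Luminescence was then read.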
HT1080NT lethal: qHTS for induction of synthetic lethality in tumor cells producing 2HG: qHTS for the HT-1080-NT fibrosarcoma cell line. HT-1080-NT fibrosarcoma viability, CellTiter-Glo ATP luminescence, 48 h. Potency, µM (top dose mostly 46.1 µM), for the others: at the highest dose activity, negative = less viability, most hits filed as cytotoxic. hit rate 1.6% among 360,000. AID 686970, 2013;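 also: NT is the 2HG producing partner of a matched IDH1 knockdown line; 0% = DMSO-treated cells and -100% = media-only wells without cells; nearly all actives have a fitted effect of over 55% in size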
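HT-1080-NT; 750 cells/well; 5% FBS RPMI; 48 h compound, 37 degrees C; CellTiter-Glo luminescence; curve fitting and curve-class assignment.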
HEK293 tox: qHTS of GLP-1 Receptor Inverse Agonists: Cytotox Screen. Potency, µM (series often up to 38.3 µM), inactives show at the top dose activity change, negative = inhibition, most hits filed as inhibitors. hit rate 0.13% among 410,000. HEK293 cAMP-luciferase reporter cells, luminescence, 24 h. AID 624418, 2012;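 also: loss of luciferase light is scored as toxicity; % is scaled to controls: 0 for no effect and ±100 for the full control effect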
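Compound-treated cells are incubated 24 hr at 37 deg C under 5% CO2 after a 12 hour attachment period, then luciferase detection reagent is added and luminescence is measured following 12 min at room temperature; lowered signal indicates toxicity.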
* = called active by the depositor; ? = inconclusive; / = no result given; [ ] = remark or other dose. Calls follow the shape of the dose curve; as a rule, active = well fitted curve in the direction sought with a large enough effect; inconclusive = small, poorly fitted or top-dose-only effect, or another doubt; inactive = no such curve, though single readings can be large; an effect the other way counts as inactive or inconclusive. Potency is read from the fitted curve at half-maximal effect.

structure	GLP1R ag	HEK293 tox	KB-3-1 tox	KB-V1 MDR tox	HT1080NT lethal	HT1080 IDH1KD tx	GLP-1R inv ag	TDP-43 yeast inh	SW480 rereplic
O=C(c1ccccn1)N1CCCC(N2CCN(c3cccc(C(F)(F)F)c3)CC2)C1 (stereo not drawn)	-3%	-4%	0%	0%	-10%	-4%	-25%	-14%	?
CCCn1c2ccccc2c2nnc(SCC(=O)Nc3ncccn3)nc21	21%	-16%	3%	2%	-5%	-16%	86%[activator]	-13%	-3%
Cc1ccn2c(NCc3ccccc3)c(-c3cccs3)nc2c1	15%	?	-28%	?	-15%	-4%	?	-40%[inhibitor]	0%
O=C(NC(=S)NC1CCS(=O)(=O)C1)c1cccc([N+](=O)[O-])c1 (stereo not drawn)	-5%	4%	15%	0%	18%	9%	3%	-3%	-9%
CCN(CC)c1ccc(NC(=O)c2ccco2)c(C)c1	18%	3%	1%	-17%	4%	-10%	0%	-20%	-11%
CN1CCn2c1nc(N1CCOCC1)nc2=O	-12%	-4%	14%	21%	14%	11%	9%	-6%	3%
CC(=O)N1CCN(c2cc(N3CCCC3)c(F)cc2[N+](=O)[O-])CC1	17%	?	-6%	1%	-24%	-2%	238%[activator]	20%	?
Cc1ccc(CSc2nnc(-c3ccccn3)n2C)cc1	2%	1%	20%	-2%	0%	13%	2%	6%	2%
O=C(N/N=C/c1cccc([N+](=O)[O-])c1)c1ccc(Br)cc1	11%	-5%	11%	10%	13%	2%	27%	-6%[9.22 µM]	-1%
c1ccc2c(c1)Cn1c-2nc2ccccc21	4%	10%	-20%	-13%	-27%	?	?	-37%[inhibitor]	-5%
COc1cccc(C=Cc2nccc3ccccc23)c1OC	10%	-3%	?	?	-28%	-26%	-3%	0%	/
NC(=O)CN1C(=O)C(=O)N(Cc2ccccc2Cl)C1=O	-5%	-1%	2%	6%	2%	-7%	3%	3%	-17%
Cc1ccccc1NC1=NC(C)(C)N=C(N)N1	-12%	8%	6%	10%	8%	7%	3%	-14%	-5%
O=C(O)c1ccc(N/N=C/C=C/c2ccc([N+](=O)[O-])o2)cc1	-1%	?	-15%	?	-2%	-8%	11%	0%	-4%
CCOC(=O)C1CCCn2c1nc1sc3c(c1c2=O)CCCC3 (stereo not drawn)	17%	-9%	22%	-22%	2%	-6%	-12%	0%	-15%

Shown with values under each structure: part of the list above
Each structure is followed by: GLP1R ag | HEK293 tox | KB-3-1 tox | KB-V1 MDR tox | HT1080NT lethal | HT1080 IDH1KD tx | GLP-1R inv ag | TDP-43 yeast inh | SW480 rereplic
COc1cccc(C=Cc2nccc3ccccc23)c1OC
  10% | -3% | ? | ? | -28% | -26% | -3% | 0% | /
NC(=O)CN1C(=O)C(=O)N(Cc2ccccc2Cl)C1=O
  -5% | -1% | 2% | 6% | 2% | -7% | 3% | 3% | -17%

Part of the list above with just GLP-1R inv ag and SW480 rereplic.
| structure | GLP-1R inv ag | SW480 rereplic |
| --- | --- | --- |
| Cc1ccc(CSc2nnc(-c3ccccn3)n2C)cc1 | 2% | 2% |
| O=C(c1ccccn1)N1CCCC(N2CCN(c3cccc(C(F)(F)F)c3)CC2)C1 (stereo not drawn) | -25% | ? |
| Cc1ccccc1NC1=NC(C)(C)N=C(N)N1 | 3% | -5% |

Later entries.
structure	GLP1R ag	HEK293 tox	KB-3-1 tox	KB-V1 MDR tox	HT1080NT lethal	HT1080 IDH1KD tx	GLP-1R inv ag	TDP-43 yeast inh	SW480 rereplic
Cc1ccc(S(=O)(=O)CCC(=O)OCC(=O)NCCc2ccc(S(N)(=O)=O)cc2)cc1	-8%	-3%	7%	8%	0%	12%	-8%	11%	-1%
CC(=O)NCCc1nc2cc(NC(=O)c3cccc([N+](=O)[O-])c3)ccc2n1C	5%	-4%	3%	0%	-1%	-1%	-9%	-12%	-6%
Cc1ccc(C(=O)Nc2ccc(N3CCCCC3)cc2)cc1	9%	/	10%	10%	/	/	/	/	0%
CCCCSCc1nc2ccccn2c1Br	18%	-12%	2%	15%	-3%	1%	-33%	-5%[1.82 µM]	-5%
OC(CNCc1ccccc1Cl)C(F)(F)F (stereo not drawn)	18%	9%	0%	-1%	8%	10%	19%	4%	-12%
Cc1ccc(/C=N\NC(=O)/C(=C\Nc2nccc(C)n2)NC(=O)c2ccccc2)cc1	9%	-11%	14%	-20%	15%	2%	50%[activator]	-16%	4%
O=C1NCC(Nc2ccc(Br)cc2)C(=O)N1 (stereo not drawn)	14%	?	0%	29%	0%	5%	-21%	-15%	-10%
CCC[N+](CC#Cc1ccccc1)(CCC)CC(=O)OCC	-12%	-12%[1.53 µM]	-3%	-8%	-5%	-7%	7%	-8%	3%
Cn1ccsc1=NC(=O)c1ccc(S(C)(=O)=O)cc1	16%	-13%	-30%	2%	-4%	-5%	1%	-8%	-3%
O=C(CSc1nc2[nH]ncc2c(=O)[nH]1)Nc1ccc(OC(F)(F)F)cc1	-3%	11%	-2%	0%	-6%	-25%	17%	9%	8%
Cc1c(C(=O)NCc2cccc(C(F)(F)F)c2)sc(=O)n1Cc1cccc(F)c1	15%	-17%	?	15µM*	?	?	?	?	/
COC1=CC(=O)C(O)=C(CCCCCCC/C=C/CCCCCCCC2=C(O)C(=O)C=C(OC)C2=O)C1=O	0%	8%	0%	?	2%	6%	-7%	9%	5%
O=C(/C=C/c1cccc([N+](=O)[O-])c1)Nc1cccc(NC(=O)c2ccco2)c1	-8%	-1%	?	?	0%	-2%	?	-17%	19%
CC(C)C[C@@H](C(=O)O)N(Cc1cccc(CN([C@@H](CC(C)C)C(=O)O)S(C)(=O)=O)c1)S(C)(=O)=O	2%	1%	27%	-14%	29%	11%	1%	10%	-24%[9.22 µM]
O=S(=O)(Nc1cccc(Oc2cnccn2)c1)c1ccc(F)cc1	2%	-7%	-8%	-13%	-2%	0%	-6%	-5%	10%
CC(NC(=O)c1ccc(Br)o1)C1CC2CCC1C2 (stereo not drawn)	-6%	-23%	14%	0%	-3%	0%	?	?	-17%
O=C(COC(=O)c1cncc(Br)c1)NCc1ccc2c(c1)OCO2	0%	9%	-8%	-6%	-6%	1%	16%	6%	2%
O=C(c1[nH]c(C(F)(F)F)nc1-c1ccccc1)N1CCOCC1	4%	-29%	0%	22%	29%	14%	-55%	23%	/
COCC(C)NC(=O)/C(=C/c1ccccc1)c1ccccc1 (stereo not drawn)	4%	-5%	0%	0%	-1%	9%	-20%	-2%	-56%[inhibitor]
Cc1ccc(C2=NS(=O)(=O)N(C)C(C(=O)NCc3ccco3)=C2)cc1	-1%	6%	1%	8%	2%	4%	1%	22%	-14%
Cc1ccc(Cn2c(N)nc3ccccc32)cc1	0%	-7%	-25%	-4%	-20%	-4%	?	/	8%[1.84 µM]
CN(C)c1nc2c(cnn2C)c(=O)[nH]1	-1%	1%	0%	0%	2%	-6%	13%	-5%	4%
COc1ccc(S(=O)(=O)Nc2ccc(NC(C)=O)cc2)cc1OC	-5%	6%	6%	-1%	-2%	1%	4%	-18%	?
CC1(C)CC(=O)C2=C(C1)N(CCN1CCOCC1)C1=C(C(=O)CC(C)(C)C1)C2c1ccc(Cl)c([N+](=O)[O-])c1	3%	-15%	-14%	-24%	11%	13%	14%	-8%	1%
O=C1C=C(c2cccc(Cl)c2)C[C@@H](c2ccc(F)cc2)C1	15%	17%	0%	-8%	-11%	-3%	?	22µM*	3%
CCOc1c2ccc(C(=O)NCc3ccc(C)cc3)cc2nn1CC	8%	0%	-1%	-5%	4%	16%	7%	24%	-1%
O=C(Cn1cncn1)NCc1ccc(Cl)cc1	-4%	0%	0%	-4%	2%	21%	0%	13%	-2%
COc1ccc(/C=C/C(=O)OCC(=O)NC2CCCC(C)C2C)cc1 (stereo not drawn)	12%	11%	-1%	-12%	-3%	?	-1%	5%	-6%
CCCc1cc(=O)oc2cc(C)c3c(-c4cccc(OC)c4)coc3c12	/	-12%	4%	2%	/	/	3%	19%	/
C/C(CC(=O)Nc1ccc(C)c(Cl)c1)=N\NC(=O)c1ccccn1	6%	-8%	3%	25%	12%	0%	?	18%	-22%
CC12CCC(=O)N1C(C(=O)N1CCN(S(=O)(=O)c3ccccc3F)CC1)CS2 (stereo not drawn)	5%	-8%	-1%	0%	1%	0%	-26%	-21%	-160%[inhibitor]
O=C(COC(=O)c1ccc(F)cc1Cl)NC1CCS(=O)(=O)C1 (stereo not drawn)	4%	-6%	1%	0%	8%	-3%	-12%	2%	-8%
O=C(NCc1nnc(SCC(=O)N2CCOCC2)o1)c1cccs1	8%	0%	0%	2%	-3%	-2%	20%	5%	-5%
CCOC(=O)C1=C(C)NC(=S)NC1c1ccc(OCC(=O)N2CCCCCC2)c(OC)c1 (stereo not drawn)	17%	-2%	6%	0%	-4%	-3%	17%	-11%	15%
Cc1ccc(S(=O)(=O)NC(=O)Nc2ccccc2)cc1	3%	-12%	7%	0%	0%	-1%	3%	22%	3%
Cc1cc(C)c2c(=O)c3c(oc2c1)C(=O)N(CCCOC(C)C)C3c1ccccc1F (stereo not drawn)	/	4%	-7%	8%	/	/	2%	12%	/
